FUS suppressor: FUS proteinopathy suppression in yeast; S. cerevisiae FUS-expressing, growth rescue, OD600, 24 h; Potency, µM (doses to about 76.6 µM), without a hit: at the highest dose growth rescue (activation), usual class: activators; 390,000 compounds, 0.24% hits;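 note: potency is the fitted concentration of half-maximal effect; plate controls were DMSO vehicle for no effect and reference control for full effect; nearly all actives have a fitted effect of over 55% in size; some results filed as inactive show a strong effect at the top dose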
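Cultures pregrown in 2.5% raffinose medium are shifted to minimal medium containing 2% galactose to express toxic FUS. Compounds are tested at several concentrations. After 24hr at 30C, growth is quantified at 600 nm absorbance.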
Abeta yeast res: restores growth of yeast expressing A-beta42 peptide; Potency, µM (titrated, usually from 46.1 µM), for the others: top-dose growth rescue, most hits filed as activators; yeast expressing A-beta42, growth rescue, OD600, 48 h; response scale: 0% DMSO, 100% iron-clioquinol control; 410,000 compounds, 0.063% hits; note: potency is the fitted concentration of half-maximal effect; nearly all actives have a fitted effect of over 55% in size
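Yeast growth medium received pinned compounds, then yeast cells expressing toxic A-beta were added; plates incubated at 30 C for 48 hr. Growth read as absorbance at 600 nm, normalized to DMSO and equimolar FeCl3 plus clioquinol controls.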
pAkt inh: Akt phosphorylation inhibition; Neuro2A IGF-stimulated pAkt S473 HTRF, 20 min; stronger effect = lower value; activity change, % for hits at 50 µM; 360,000 compounds, 0.32% hits; AID 651550; in the data active = activity change below about -80%; inconclusive = mostly about -51% to -80%; note: % is set by controls: 0 for no effect and ±100 for the full control effect
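Neuro2A cells (4,500/well, DMEM with 0.5% FBS) were treated with compound at a single 50 µM final concentration, stimulated with 6 nM IGF for 20 min at 37 °C, and lysed. Phospho-Akt Ser473 was read by HTRF as 665/615 ratio ×10^4.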
GLP-1R inv ag: inverse agonists of human GLP-1 receptor; Potency, µM (series often up to 38.3 µM), for the others: at the highest dose activity change, negative = inhibition, most hits filed as inhibitors; 410,000 compounds, 1.6% hits; P43220; HEK293 GLP-1R CRE-luciferase, luminescence, 24 h; GLP-1R form is constitutively active; note: potency is the fitted concentration of half-maximal effect; % is set by controls: 0 for no effect and ±100 for the full control effect; nearly all actives have a fitted effect of over 55% in size
Target sequence (P43220 whole entry, looked up): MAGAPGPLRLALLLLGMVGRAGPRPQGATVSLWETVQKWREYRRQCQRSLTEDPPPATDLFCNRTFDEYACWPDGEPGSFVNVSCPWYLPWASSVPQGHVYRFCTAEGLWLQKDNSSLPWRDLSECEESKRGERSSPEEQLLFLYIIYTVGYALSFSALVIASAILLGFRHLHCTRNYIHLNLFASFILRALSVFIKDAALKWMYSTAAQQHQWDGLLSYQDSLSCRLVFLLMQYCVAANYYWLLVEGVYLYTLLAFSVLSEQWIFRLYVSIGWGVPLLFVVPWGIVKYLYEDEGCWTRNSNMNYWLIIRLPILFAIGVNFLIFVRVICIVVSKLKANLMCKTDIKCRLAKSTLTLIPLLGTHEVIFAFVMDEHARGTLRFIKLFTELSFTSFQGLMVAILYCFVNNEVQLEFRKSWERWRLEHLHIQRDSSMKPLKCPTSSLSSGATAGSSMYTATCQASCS
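HEK293 cells stably co-expressing a cAMP-responsive luciferase reporter and constitutively active GLP-1R were seeded, incubated 12 h, then exposed to compounds for 24 h at 37 C. Luminescence was read 12 min after detection reagent; inverse agonists lower signal.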
PTHR1 agonist: PTHR1 (human) receptor agonism. HEK293 GP2 PTHR1 cells, GloSensor cAMP luminescence, 1 h. Potency, µM (highest dose often 115 µM), without a hit: at the top dose activation, most hits filed as activators. 410,000 compounds, 0.075% hits. AID 743266; note: potency is the fitted concentration of half-maximal effect; nearly all actives have a fitted effect of over 55% in size; some results filed as inactive show a strong effect at the top dose; inactives centre near -15; many of its hits are not listed in these tables
Target sequence (Q03431 whole entry, looked up): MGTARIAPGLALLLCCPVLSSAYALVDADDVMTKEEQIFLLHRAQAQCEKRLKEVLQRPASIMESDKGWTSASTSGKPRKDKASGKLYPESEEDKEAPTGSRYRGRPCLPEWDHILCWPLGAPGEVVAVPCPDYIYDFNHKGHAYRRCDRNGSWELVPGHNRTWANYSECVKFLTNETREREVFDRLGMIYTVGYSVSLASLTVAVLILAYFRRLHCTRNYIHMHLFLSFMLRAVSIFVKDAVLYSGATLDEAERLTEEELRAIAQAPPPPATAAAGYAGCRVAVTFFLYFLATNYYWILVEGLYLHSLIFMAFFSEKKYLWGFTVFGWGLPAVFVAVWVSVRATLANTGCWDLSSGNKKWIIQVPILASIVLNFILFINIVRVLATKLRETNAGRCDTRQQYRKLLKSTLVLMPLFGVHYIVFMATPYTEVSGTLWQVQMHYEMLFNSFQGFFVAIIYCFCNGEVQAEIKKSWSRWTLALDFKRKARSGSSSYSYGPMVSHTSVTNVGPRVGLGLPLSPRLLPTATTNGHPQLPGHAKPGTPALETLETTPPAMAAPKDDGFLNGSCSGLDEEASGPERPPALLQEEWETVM
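HEK-293-derived GP2 cells expressing PTHR1 and a GloSensor cAMP reporter, 3,000/well, plated overnight, given luciferin plus IBMX (each 0.5 mM as added) for 1 h at 37 °C, then compound for 1 h at 37 °C. Luminescence was read after 15 min at room temperature.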
TDP43 rescue: rescues yeast growth from TDP-43 toxicity; TDP-43 expressing yeast growth rescue, BacTiter-Glo, 24 h; Potency, µM (doses to about 46.1 µM), without a hit: at the highest dose growth rescue (activation), hits mostly activators; 410,000 compounds, 1.8% hits; AID 652104; note: potency is the fitted concentration of half-maximal effect; % of control where 0% means no effect; nearly all actives have a fitted effect of over 50% in size
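Growth rescue of TDP-43-toxic yeast measured as ATP luminescence (BacTiter-Glo). Cells grown to mid-log in raffinose, induced in galactose at OD600=0.02, exposed to compound 24 hr at 30 deg C.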
aSyn rescue: inhibitors of alpha-synuclein toxicity in yeast; 370,000 compounds, 0.14% hits; Potency, µM (series often up to 46.1 µM), for inactives: at the top dose growth rescue (activation), actives largely listed as activators; Yeast expressing alpha-synuclein, growth rescue, BacTiter-Glo, 24 h; AID 652106; note: potency is the fitted concentration of half-maximal effect; % of control where 0% means no effect; nearly all actives have a fitted effect of over 65% in size
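Rescue of yeast growth: cells expressing toxic alpha-synuclein, induced in galactose at OD600 0.02, incubated with compound 24 h at 30 C. ATP luminescence quantified growth; inhibitors of toxicity appear as activators.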
HEK293 tox: cytotoxic in the GLP-1 receptor inverse agonist counter-screen | HEK293 cAMP-luciferase reporter cells, luminescence, 24 h | Potency, µM (titrated, usually from 38.3 µM), for the others: top-dose activity change, negative = inhibition, usual class: inhibitors | 410,000 compounds, 0.13% hits;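 note: loss of luciferase light is scored as toxicity; potency is the fitted concentration of half-maximal effect; % is set by controls: 0 for no effect and ±100 for the full control effect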
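Here, cytotoxicity is scored as loss of luminescence. The MLSMR collection was tested on cells seeded in medium containing 10% Nu serum, with a 24 hr compound exposure preceded by 12 hours of culture.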
MmCpn inh: M. maripaludis TRiC chaperonin inhibition | purified Mm-Cpn ATPase, ADP Transcreener TR-FRET | Potency, µM (doses to about 76.9 µM), without a hit: at the top dose activity, negative = inhibition, hits mostly inhibitors | 330,000 compounds, 0.031% hits; note: potency is the fitted concentration of half-maximal effect; % is set by controls: 0 for no effect and ±100 for the full control effect; nearly all actives have a fitted effect of over 80% in size
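Eu-cryptate anti-ADP/ADP-d2 competition gives a ratio inversely related to ADP. Enzyme at 25 nM was pre-exposed to compound for 10 min, then given 10 uM ATP for 30 min, 37°C throughout.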
Starred values were filed as active, the others as inactive; i = inactive; ? = inconclusive; / = not tested or not shown; [ ] = dose if it differs, or a comment. Unless noted, calls come from the whole dose curve; as a rule, active = well fitted curve in the direction sought with a large enough effect; inconclusive = small, poorly fitted or top-dose-only effect, or another doubt; inactive = no such curve, though single readings can be large; an effect the other way counts as inactive or inconclusive.

SMILES	FUS suppressor	Abeta yeast res	pAkt inh	GLP-1R inv ag	PTHR1 agonist	TDP43 rescue	aSyn rescue	HEK293 tox	MmCpn inh
COCCOC(=O)C1=C(N)Oc2c(c(=O)oc3ccccc23)C1c1ccncc1 (stereo unspecified)	19%	0%	i	2%	-6%[57.5 µM]	-7%	0%	-5%	1%
CCOC(=O)c1ccc(S(=O)(=O)n2c(=O)oc3ccccc32)cc1	-7%	12%	i	-28%	-31%[inhibitor]	24%	2%	-7%	1%
O=C(Cc1ccccc1F)N1CCN(CC(=O)N2CCCC2)CC1	-21%	-4%	i	4%	-3%	22%	-1%	16%	1%
Cc1ccc(NC(=O)CSc2nc3ccccc3c3nc(CCn4cncc4C)nn23)cc1F	21%	-20%	/	?	-13%	17%	/	?	/
COc1ccc(CN2Cc3cnnn3-c3ccccc3C2c2ccccc2)cc1 (stereo unspecified)	25%	-3%	i	?	i	0%	13%	2%	/
O=C(CSC1c2ccccc2-c2ccccc21)N/N=C/c1ccccc1O	35%	?	i	0%	?	-26%	?	1%	0%
NS(=O)(=O)c1cccc(N2CCNCC2)c1	-9%	-1%	i	13%	-14%	-4%	-3%	5%	-3%
COc1ccc(CN2C(=O)NC(=O)/C(=C/c3ccc([N+](=O)[O-])s3)C2=O)cc1	30%	-93%[inhibitor]	i	12%	-18%	-6%[1.82 µM]	2%	-9%	-6%
Cc1ccc(Cn2cc(C=O)c(-c3ccc(C)cc3)n2)cc1	/	-33%[inhibitor]	i	?	-27%	-21%	0%	-23%	-1%
Cc1ccc(Cl)cc1Nc1nn2c(=O)c3ccc(C(=O)NCc4cccs4)cc3nc2s1	-8%	-7%	/	-10%	?	5%	/	1%	/
CC(=O)O[C@@H]1[C@H]2CC[C@@H]3[C@]1(C[C@@H](OC(C)=O)[C@@]1(O)C([C@@H]4O[C@@H]4C1(C)C)[C@]3(C)O)C[C@@]2(C)O (stereo partly specified)	-21%	-1%	i	2%	-4%	13%	2%	-15%	0%
c1ccc(C(CN2CCCCC2)c2ccccc2)cc1	1%	-5%	i	-9%	i	21%	3%	6%	/
N#CCCn1cc(C(=O)Nc2ccc([N+](=O)[O-])cc2)c(-c2ccc3c(c2)OCCO3)n1	/	-6%	i	4%	i	16%	-2%	?	0%
N#Cc1ccc(C(=O)N2CCN(c3nc4ccc(F)cc4s3)CC2)cc1	-13%	2%	/	-18%	-32%	?	/	-10%	/
S=C(NCCc1ccccc1)NCCc1cnc[nH]1	-19%	7%	i	22%	i	6%	2%	-3%	1%
CC(=NCCN1CCCCC1)c1c(O)n(-c2ccccc2)c(=O)[nH]c1=O	-4%	-8%	i	5%	i	-18%	-10%	4%	-2%
COc1ccc(CN2CCN(Cc3ccccc3F)CC2)cc1	26%	-24%	i	?	-71%[inhibitor]	-11%	5%	12%	-1%
O=c1[nH]c(=O)n(Cc2ccco2)c(O)c1C=NCCN1CCNCC1	10%	7%	i	6%	-64%[inhibitor]	2%	-1%	11%	0%
CCCSP1(=S)NCCCO1 (stereo unspecified)	-31%	8%	i	-15%	i	-15%	-5%	-11%	1%
CCCC(C)C1C(C#N)=C(N)Oc2c1c(=O)oc1ccccc21 (stereo unspecified)	5%	3%	i	2%	i	3%	-9%	-3%	-2%
CCOC(=O)CSCCOc1ccc(C=C2C(=O)NC(=O)NC2=O)cc1OC	13%	11%	i	8%	i	-8%	-2%	-4%	-5%
CCN1CCN(c2ccc([N+](=O)[O-])cc2C#N)CC1	-9%	5%	i	10%	-12%	-20%	0%	-6%	-3%
CCCc1nnc(NC(=O)CCC(=O)N2CCC3(CC2)OCCO3)s1	5%	2%	i	18%	-17%	-2%	1%	-5%	-2%
Oc1ccc2c3c1OC1c4[nH]c5ccccc5c4C[C@@]4(O)C(C2)N(CC2CC2)CC[C@]314 (stereo partly specified)	-23%	-4%	i	?	i	18%	0%	-2%	1%
Cc1cccc(C#N)c1	-21%	-12%	i	-3%	i	0%	3%	2%	-4%

As entered above.
Value for `CCCC(C)C1C(C#N)=C(N)Oc2c1c(=O)oc1ccccc21` (stereo unspecified) in aSyn rescue: -9%
Value for `COc1ccc(CN2Cc3cnnn3-c3ccccc3C2c2ccccc2)cc1` (stereo unspecified) in aSyn rescue: 13%

3 compounds from above, limited to TDP43 rescue and PTHR1 agonist:
| SMILES | TDP43 rescue | PTHR1 agonist |
| --- | --- | --- |
| CCOC(=O)c1ccc(S(=O)(=O)n2c(=O)oc3ccccc32)cc1 | 24% | -31%[inhibitor] |
| N#Cc1ccc(C(=O)N2CCN(c3nc4ccc(F)cc4s3)CC2)cc1 | ? | -32% |
| COc1ccc(CN2Cc3cnnn3-c3ccccc3C2c2ccccc2)cc1 (stereo unspecified) | 0% | i |

New compounds follow.
SMILES	FUS suppressor	Abeta yeast res	pAkt inh	GLP-1R inv ag	PTHR1 agonist	TDP43 rescue	aSyn rescue	HEK293 tox	MmCpn inh
CCN1C[C@]2(CO)CC[C@H](OC)[C@@]34C5C[C@H]6[C@H](OC)C5[C@](O)(C[C@H]6OC)[C@@](O)(C(OC)C23)[C@@H]14 (stereo partly specified)	-3%	2%	i	30%	-13%	?	-2%	7%	/
CC(C)C[C@H]1COc2cc(N3CCN(C)CC3)ccc2S(=O)(=O)N1	-15%	-21%	i	-2%	?	-3%	1%	6%	/
CC(C)Cc1nnc(NC(=O)CCC(=O)N2CCN(CCOC(c3ccccc3)c3ccccc3)CC2)s1	4%	3%	i	?	-11%	9%	0%	-12%	-2%
CC(=O)Nc1ccc(OCCF)cc1	0%	-2%	i	-19%	8%	0%	-5%	-7%	1%
Cc1cccc(C)c1-n1nnnc1C(c1ccnc2ccccc12)N1CCC2(CC1)C(=O)NCN2c1ccccc1 (stereo unspecified)	15%	-16%	i	-29%	-20%	12%	-8%	-21%	/
CCC(=NCc1ccco1)c1c(O)n(-c2ccccc2)c(=O)[nH]c1=O	2%	-7%	i	-4%	i	-3%	3%	-19%	-2%
COc1cc(C2c3cc4c(cc3C(OC3OC5COC(c6cccs6)OC5C(O)C3O)C3COC(=O)C23)OCO4)cc(OC)c1O (stereo unspecified)	26%	-12%	i	?	-8%	0%	-5%	?	1%
O=C(CN1CCOCC1)c1cccc2ccccc12	28%	7%	i	11%	-17%[57.5 µM]	6%	2%	-3%	0%
C/C(=N\Nc1ccccc1)c1c(O)n(-c2ccccc2)c(=O)[nH]c1=O	11%	7%	i	?	i	9%	5%	-1%	-2%
CCC(=O)OC(Cc1ccccc1)(c1ccccc1)C(C)CN(C)C (stereo unspecified)	-30%	-3%	i	-5%	-21%	28%	4%	5%	/
COC(=O)C1=C(c2cccc(OCc3ccccc3)c2)C[C@@H]2CC[C@H]1N2C(=O)NCCOc1ccc(OC)cc1	?	0%	i	9%	-36%[inhibitor]	25%	-7%	0%	-1%
CC(C)n1nnnc1CN1CCN(C)CC1	-14%	-1%	i	-5%	i	-3%	0%	11%	-1%
O=c1[nH]c(=O)n(-c2cccc(Cl)c2)c(O)c1/C=N/c1ccccn1	-20%	14%	i	11%	-3%	25%	3%	-9%	1%
c1ccc(C2(NC3=NCCO3)CCCCC2)cc1	-12%	1%	i	-23%	-16%	18%	0%	3%	/
CCOc1ccc(NC2=NCCCS2)cc1	-5%	-8%	i	0%	0%	11%	-3%	5%	1%
Cc1ccc(N=Cc2c(O)n(-c3ccc(C)cc3)c(=O)[nH]c2=O)cc1	-12%	-7%	i	-1%	-19%	19%	0%	5%	/
CCCOP(=O)(OCCC)C(Nc1ccc(C(C)C)cc1)c1ccc([N+](=O)[O-])cc1 (stereo unspecified)	35%	33%	i	?	-11%	-20%	-1%	?	3%
COc1ccc(C(CC(=O)N2CCC3(CC2)OCCO3)NS(=O)(=O)c2ccc(C)cc2)cc1 (stereo unspecified)	-5%	10%	i	8%	i	9%	8%	-9%	2%
O=C(NC(Cc1ccccc1)C(=O)N1CCC2(CC1)OCCO2)C1CCCCC1 (stereo unspecified)	3%	-2%	i	0%	-5%[57.5 µM]	-1%	-1%	2%	1%
CC(=O)N(C1=NCCCS1)c1ccc(Cl)cc1	26%	-18%	i	?	4%	-22%[0.397 µM]	1%	-11%	2%
C[n+]1c(-c2ccccc2)sc2ccccc21	15%	-30%[inhibitor]	i	-1%	-13%	?	-17%	5%	0%
CSCCC(c1nnnn1-c1ccc2c(c1)OCCO2)N1CCC(n2c(=O)[nH]c3ccccc32)CC1 (stereo unspecified)	25µM*	15%	i	?	-48%[inhibitor]	12%	1%	-23%	/
COC(=O)CC1=C(C(=O)OC)C2(C(=O)N(C)c3ccccc32)C(C#N)=C(N)O1 (stereo unspecified)	9%	9%	i	12%	i	-3%	-11%	-9%	0%
CC(C)C(=O)N1CCN(CCN=Cc2c(O)n(C)c(=O)n(C)c2=O)CC1	1%	1%	i	0%	i	-13%	4%	-11%	1%
CCOc1ccc(CN(CCc2ccc3c(c2)OCO3)Cc2ccc(CC)cc2)cc1	28%	-27%	/	?	i	-12%	/	1%	/
CNc1ccc2nc3ccccc3[n+](C)c2c1	-13%	-34%[inhibitor]	i	?	-15%	-40%[inhibitor]	-27%	-29%	?
CC(=O)c1ccc(NC(=O)N2C[C@H]3C[C@@H](C2)c2cccc(=O)n2C3)cc1	-29%	-9%	i	10%	i	23%	-6%	-2%	2%
COc1ccc(CCNCc2ccc(C)s2)cc1OC	12%	-9%	i	0%	-6%	15%	-1%	22%	1%
Oc1ccc(CCNCc2cc3c(cc2Br)OCO3)cc1	2%	-1%	i	5%	-22%	2%	1%	-13%	/

Assay outcomes: PubChem, National Center for Advancing Translational Sciences (NCATS)

Some of the compounds tested; count on the stated rates, not on these rows.
